ABHD5-PLIN5 inh = ABHD5-PLIN5 protein interaction inhibition. inhibition, % at 4 µM. Split G. princeps luciferase complementation, luminescence, 4 h. Q00G26+Q8WTS1. hit rate 0.78% among 360,000;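 active = inhibition above the mean inhibition across every tested compound plus 3 SD, cut at about 22% in these data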;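 note: 0% = DMSO only wells and the 100% control is not disclosed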
aDG glyco up = increases alpha dystroglycan glycosylation; Pro5-aDG cells, alpha-DG glycosylation AlphaScreen (IIH6); 0% Pro5, 100% B10-LARGE cell signal; activation, % at 10 µM; hit rate 0.22% among 360,000;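 active = activation of at least 8% versus controls, or a plate z-score of at least 8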;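 note: Pro5 are CHO cells carrying HIG-tagged alpha-DG that lacks glycosylation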
m5-HT2A agonist = mouse HTR2A agonism via beta-arrestin recruitment; hit rate 0.66% among 360,000; activation, % at 7.6 µM; P35363; AID 624169; CHO-K1 mHTR2A beta-arrestin complementation, luminescence; percent of 30 µM serotonin response;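 active = activation above a run cutoff, the mean activation of all tested compounds plus 3 SD, cut at about 14% in these data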;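 note: 0% = plate median of compound wells and 100% = 30 µM serotonin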
Target sequence (P35363 whole entry, looked up): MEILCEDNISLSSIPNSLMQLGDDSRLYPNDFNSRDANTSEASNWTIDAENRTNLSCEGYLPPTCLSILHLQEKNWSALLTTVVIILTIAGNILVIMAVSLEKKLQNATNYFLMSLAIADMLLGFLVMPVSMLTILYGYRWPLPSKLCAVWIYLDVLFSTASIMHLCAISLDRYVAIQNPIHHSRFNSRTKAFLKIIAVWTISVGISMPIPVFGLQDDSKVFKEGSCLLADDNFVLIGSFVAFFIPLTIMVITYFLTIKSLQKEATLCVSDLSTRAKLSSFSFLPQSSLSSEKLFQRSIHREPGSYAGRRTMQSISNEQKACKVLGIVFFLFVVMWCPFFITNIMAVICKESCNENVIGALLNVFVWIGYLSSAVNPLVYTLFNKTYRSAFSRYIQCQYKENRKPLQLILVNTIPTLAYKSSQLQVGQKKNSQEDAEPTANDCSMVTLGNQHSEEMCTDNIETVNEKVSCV
hiPSC survival = increases survival of single human iPS cells | AID 602274 | survival enhancement, % at 20 µM | hit rate 0.044% among 360,000 | hiPSC single-cell survival, ATPlite luminescence; 100% = ROCK inhibitor wells, 0% = DMSO; in the data active = survival enhancement above about 18%;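 note: cells exposed to compounds for 16 hours before the ATP read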
MC4R antagonist = antagonists of human melanocortin 4 receptor (MC4R); P32245; MC4R-expressing cells, MTII-stimulated cAMP, LANCE TR-FRET; AID 540295; hit rate 0.48% among 360,000; inhibition, % at 6.5 µM;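 active = inhibition above its plate's cutoff, the mean of tested wells on that plate plus 3 SD, cut at about 29% in these data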;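 note: 0% = Melanotan II alone and 100% = Melanotan II plus saturating MCL0020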
Target sequence (P32245 whole entry, looked up): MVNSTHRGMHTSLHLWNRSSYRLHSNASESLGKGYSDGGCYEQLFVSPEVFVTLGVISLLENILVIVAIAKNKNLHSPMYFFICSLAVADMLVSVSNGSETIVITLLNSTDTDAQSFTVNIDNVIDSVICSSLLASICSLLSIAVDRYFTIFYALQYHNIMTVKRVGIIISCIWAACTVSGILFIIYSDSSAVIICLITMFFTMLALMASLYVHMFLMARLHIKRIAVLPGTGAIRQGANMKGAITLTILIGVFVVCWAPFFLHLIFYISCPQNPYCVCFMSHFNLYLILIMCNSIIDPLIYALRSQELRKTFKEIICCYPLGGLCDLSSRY
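Material: human MC4R-expressing U2OS cells. Probe or stimulus: Melanotan II challenge. Dosing: 6.5 µM single dose. Times: 30-min compound, 1-h challenge, 1-h detection, room temperature. Technique: TR-FRET with Eu-cAMP and labeled anti-cAMP, 671 nm. Replication: singlicate.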
N-glyco inh = N-linked glycosylation inhibition; reporter increase, % at 12.5 µM; D54 ERlucT glycosylation luciferase reporter, 24 h; percent of 100 nM tunicamycin response; hit rate 0.23% among 360,000;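 active = mean luciferase reporter signal, scaled so untreated is 0 and the glycosylation-blocking control 100, at or above a set limit in every replicate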;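 note: luciferase carries N-glycosylation sites so blocking glycosylation raises the light; 0% = median of neutral control wells and 100% = median of 100 nM tunicamycin wells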
Exocytosis inh = blocks lytic granule exocytosis; TALL-104 LAMP-1 surface exposure, flow cytometry; cells stimulated with thapsigargin and PMA; hit rate 0.66% among 360,000; inhibition, % at 10 µM;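 active = inhibition above about 55%, limit read from the data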
ABCB6 inh MLPCN = inhibitors of human ABC transporter ABCB6. Q9NP58. K562-ABCB6 porphyrin accumulation, flow cytometry, 1 h; hits give low values. fluorescence ratio to DMSO, % at 10 µM. hit rate 0.19% among 360,000. AID 602162;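 active = fluorescence ratio to DMSO below 75%, the collection mean minus 3 SD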;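 note: signal is porphyrin accumulated inside mitochondria; 100% equals median channel fluorescence of DMSO control wells; lower ratio means ABCB6 inhibition with less porphyrin fluorescence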
Cardio protect = modulators protecting cardiomyocytes from myocardial damage; H9c2 cardiomyocytes, H2O2 injury protection, ATPLite, 2 h; protection from H2O2 cell death, % at 20 µM; hit rate 0.63% among 360,000;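 active = compounds giving at least 50% protection of heart cells from peroxide-induced death in the single-dose screen, raw or plate-pattern-corrected value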;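 note: 0% = DMSO wells with peroxide and 100% = DMSO wells without peroxide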
MC4R barr agon = agonists of human melanocortin 4 receptor (MC4R) beta-arrestin | P32245 | U2OS MC4R beta-arrestin complementation, luminescence; percent of melanotan II response, DMSO zero | activation, % at 8.9 µM | hit rate 0.98% among 360,000;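 active = activation above a per-plate cutoff, the mean activation of sample wells on that plate plus 3 SD, cut at about 8% in these data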
Active calls of the source: *.

SMILES	ABHD5-PLIN5 inh	aDG glyco up	m5-HT2A agonist	hiPSC survival	MC4R antagonist	N-glyco inh	Exocytosis inh	ABCB6 inh MLPCN	Cardio protect	MC4R barr agon
O=C(Nc1cc(S(=O)(=O)N2CCOCC2)ccc1N1CCCC1)c1ccc(F)cc1	-12	-0.4	0	-0.5	9	12	0	98	5	-2.5
COc1ccc(-c2cc(CNS(=O)(=O)c3ccccc3)on2)cc1	15	0.9	-4	3.7	-6	-1	1	99	4	1.3
O=C(Nc1nccs1)c1ccc2nccnc2c1	-1	-0.1	-2	-3.5	-9	1	0	106	39	-2.0
CC1CCC/C=C/C(=O)c2c(O)cc(O)cc2CC(=O)O1 (stereo not drawn)	32*	1.2	-6	-5.7	15	-16	-6	88	-5	-1.6
O=C(c1ccc2oc(CCc3ccccc3)nc2c1)N1CC[C@H](O)C1	4	0.0	7	-0.3	4	-6	-3	99	-4	1.4
COc1ccc(NC(=O)CCCNC(=O)Cn2cnc3sc4c(c3c2=O)CCCC4)cc1OC	7	0.0	0	0.6	5	-2	2	169	2	-0.9
CCC(C)(C)NC(=O)C1CCCN1C(=O)NC1CCCCC1 (stereo not drawn)	4	0.0	0	1.5	-4	2	-1	94	7	-2.0
CCN(C(=O)CCN1C(=O)c2ccccc2S1(=O)=O)c1ccccc1	-4	0.4	-2	-0.1	-6	-1	-2	94	3	1.9
Cn1ccc(-c2cc(C(=O)O)c3ccccc3n2)n1	1	-0.4	2	0.7	5	1	1	101	-2	-0.3
CC1CCCCC12NC(=O)N(CC(=O)N1CCN(c3ccccc3)CC1)C2=O (stereo not drawn)	4	-0.3	6	-0.5	5	-2	-1	90	-4	1.1
Cc1cc(C)c(NC(=O)CS(=O)CC(=O)Nc2ccc(N3CCOCC3)cc2)c(C)c1 (stereo not drawn)	1	0.0	-4	0.8	-8	-1	1	94	-2	-1.0
CCOC(=O)c1ccc(NC(=S)N2CCN(C)CC2)cc1	-2	6.9*	-7	0.0	5	-2	-11	101	7	-0.8
COc1ccc(CCNC(=O)CNC(=O)c2nn(-c3ccc(OC)c(OC)c3)c(=O)c3ccccc23)cc1OC	-1	-0.3	10	-0.2	7	1	3	106	22	-1.9
COC(=O)CNc1nc(Cl)nc(NC2CCCCC2)n1	4	0.0	-3	0.2	9	-1	-2	94	-2	1.4
CCN(CCCNC(=O)c1ccc2c(c1)NC(=O)CN2C)c1cccc(C)c1	77*	0.0	-10	0.7	5	10	1	101	2	-4.0
C=CC1CN(C(=O)OCC(Cl)(Cl)Cl)C2CC3c4ccc(OC)cc4NC3C3CC1C2CO3 (stereo not drawn)	-6	-0.3	1	-0.9	13	-5	-2	101	4	0.8
COc1cccc2c3c(c(=O)[nH]c12)CC(C)(C)O3	1	0.4	1	0.1	6	1	-9	97	-5	-2.0
CC(C)(C)NC(=O)COC(=O)c1c2c(nc3ccccc13)CCC2	9	-0.3	13	-0.3	-1	1	18	100	50*	2.4
CC(C(=O)Nc1ccc(C#N)cc1)N1CCN(C(=O)C2CC2)CC1 (stereo not drawn)	-6	-0.1	3	0.6	5	1	12	99	-3	-0.8
Cc1nnc(SCC(=O)NC(C)c2ccccc2)[nH]c1=O (stereo not drawn)	6	-0.2	5	4.7	-3	1	2	100	6	-1.2
O=C(Nc1nnc(-c2ccco2)o1)c1ccc(Cl)cc1	-1	0.1	2	0.4	10	2	1	102	12	-4.4
c1ccc2c(c1)CCc1snnc1-2	-1	0.2	-5	0.1	0	0	0	92	-4	0.8
CC1CC(C)CN(C(=O)c2cn(C)c3ccc(S(=O)(=O)N(C)C)cc3c2=O)C1 (stereo not drawn)	0	-0.1	4	2.3	18	-1	6	102	8	1.3
Cc1cc2oc(=O)cc(CN(C)Cc3ccccc3Cl)c2cc1C	-6	0.2	7	0.2	4	-3	96*	90	-10	-0.8
COC(=O)C(C(=O)Nc1cccc(Cl)c1C)C1CCCC1 (stereo not drawn)	1	0.3	2	-2.4	-1	4	-4	104	0	1.2
C=CCNC(=O)c1c(N)n(-c2cccc(S(N)(=O)=O)c2)c2nc3ccccc3nc12	4	0.2	3	-1.2	13	-2	5	103	50	-1.5
Cc1ccc(S(=O)(=O)N(C)c2nonc2C)cc1	-2	-0.2	1	3.9	-1	0	2	95	-2	-1.6
CCN(CC)C(=O)CN(c1cc(Cl)ccc1OC)S(=O)(=O)c1ccc(C)c([N+](=O)[O-])c1	-1	-0.1	-6	-2.2	-1	-4	-1	103	10	0.0
C=C(C)CNC(=S)NNC(=O)CCn1c2cc(Cl)ccc2c2ccc(Cl)cc21	4	0.0	2	2.3	15	-3	1	101	0	2.2
O=C(O)c1ccc(S(=O)(=O)NC2CCCCCC2)cc1	-5	-0.1	-6	-0.5	14	2	-3	96	2	-0.6
CCCC(C)c1oc(=O)cc(O)c1C (stereo not drawn)	-7	-0.2	-1	-1.9	11	0	-2	96	6	1.2
CN(CC(=O)Nc1ccc(Cl)cc1)C(=O)C1CCCC1	3	-0.1	-2	-0.1	6	2	0	99	-1	-0.1
Cc1ccc(C(=O)N(Cc2sccc2C)C2CCS(=O)(=O)C2)cc1 (stereo not drawn)	-6	0.3	-10	-0.6	15	3	-1	99	-3	-0.2
Oc1ccc(/C=N/Nc2ccc3ccccc3c2)c(O)c1	1	-0.2	-6	0.9	5	1	2	100	-1	-3.0
CCOc1ccccc1NC(=O)CCS(=O)(=O)c1cccc2nsnc12	19	0.0	-4	1.0	-6	1	-12	104	0	-0.9
CCOc1c(Cl)cc(/C=N/O)cc1OC	-3	0.1	6	1.2	9	-1	-3	101	-14	1.6
COCc1cc(CN2CCN(C)CC2)c(O)c2ncccc12	3	0.0	1	2.1	2	0	-2	96	3	-0.5
O=C(NCc1ccco1)/C(=C/c1ccc([N+](=O)[O-])cc1)NC(=O)c1ccco1	2	0.1	1	0.0	-4	1	-11	99	1	-0.4
CCc1cccc(NS(=O)(=O)c2ccc3c(c2)N(C)CCO3)c1	-9	1.0	7	-0.3	8	-3	26	98	-17	-0.5
COC(=O)[C@H](CCSC)NC(=O)c1cccnc1SC	-2	-0.1	1	-0.6	14	1	4	102	6	1.7
Cn1nccc1C(=O)N1CCN(c2ccccc2F)CC1	-1	1.1	3	-0.6	0	1	1	100	3	-2.3
CCOc1cc(/C=N/NC(=O)c2ccc(NC(=O)C3CC3)cc2)ccc1O	-3	-0.2	-2	-0.3	-3	4	2	96	-2	-3.8
Cc1ccsc1CNC(=O)c1c(-c2ccccc2)noc1C	3	-0.2	5	-0.1	1	0	-21	99	5	-1.2
O=C(OCC(=O)N1CCCC1=O)c1cc(Cl)ccc1O	0	-0.1	0	-0.3	16	0	7	98	7	-0.5
O=c1c2ccccc2nc(CSc2nnnn2-c2ccccc2)n1-c1ccccc1	-7	-0.2	-2	-1.8	7	1	2	97	5	0.5
C=C(C)C(=O)Nc1cccc(C2=NOC3(C2)C[C@@H](C(N)=O)N(C(=O)/C(C)=C/C)C3)c1 (stereo partly drawn)	0	0.0	-2	-4.2	6	1	-4	98	8	-1.6
O=C(NCc1cccs1)c1cc(-c2ccc(O)cc2)on1	3	-0.1	3	-0.6	-5	-1	6	98	-12	-2.7
COc1ccc2[nH]c(C)c(CCN(Cc3cccs3)C(=S)Nc3ccccc3OC)c2c1	-7	0.0	10	1.0	6	-3	34	139	2	0.7

Filtered by structure: those above containing a COOH group (2)
SMILES	ABHD5-PLIN5 inh	aDG glyco up	m5-HT2A agonist	hiPSC survival	MC4R antagonist	N-glyco inh	Exocytosis inh	ABCB6 inh MLPCN	Cardio protect	MC4R barr agon
Cn1ccc(-c2cc(C(=O)O)c3ccccc3n2)n1	1	-0.4	2	0.7	5	1	1	101	-2	-0.3
O=C(O)c1ccc(S(=O)(=O)NC2CCCCCC2)cc1	-5	-0.1	-6	-0.5	14	2	-3	96	2	-0.6

Next records follow:
SMILES	ABHD5-PLIN5 inh	aDG glyco up	m5-HT2A agonist	hiPSC survival	MC4R antagonist	N-glyco inh	Exocytosis inh	ABCB6 inh MLPCN	Cardio protect	MC4R barr agon
O=[N+]([O-])c1ccc2nc(-c3ccccc3)n(OCc3ccc(Cl)cc3)c2c1	-10	-0.2	-3	-1.0	-1	-1	4	86	14	-1.4
CCOC(=O)C1=C(CSc2nc(CC)c(C)cc2C#N)OC(N)=C(C#N)C1c1ccccc1 (stereo not drawn)	-11	0.1	-4	4.0	12	1	21	119	11	-0.2
CCCCCCC1CC(C)(C(=O)CNc2nncs2)OC1=O (stereo not drawn)	0	0.1	-3	1.4	-5	-2	-3	98	-2	0.2
O=C(CN(CC1CCCO1)C(=O)CNS(=O)(=O)c1ccccc1)NCCc1ccccc1 (stereo not drawn)	0	0.0	0	0.7	8	1	-1	95	9	-0.8
COc1ccc(CN2CCC(=O)N([C@H](CO)CC(C)C)CC2)cc1OC	-5	-0.1	2	3.2	11	-3	-1	90	4	1.5
CN1CCN(CCCNC(=O)C2CCN(c3nnc(-n4cccc4)s3)CC2)CC1	0	-0.1	1	0.7	1	-1	1	99	12	-0.6
CCN(CC)c1ccc(NC(=O)C2CCCC2)cc1	7	0.0	-4	2.0	-2	1	-1	91	-5	0.4
COc1ccc(CCNC(=O)Cn2cnc3c(nnn3Cc3ccc(C)cc3)c2=O)cc1OC	4	0.0	4	0.6	1	-4	0	99	1	-1.2
COc1ccc(C2=CSC3=NCCN23)cc1[N+](=O)[O-]	-6	0.1	-8	-0.8	8	3	-2	103	6	-0.2
CC(=O)Nn1c(COc2ccccc2C)nc2ccccc2c1=O	4	-0.2	-1	0.3	2	-1	-2	89	13	-1.6
CCN1CCc2c(sc(NC(=O)COc3ccccc3)c2C(=O)OC)C1	-4	0.5	-12	0.0	-3	-3	-1	97	14	-1.9
C=CCNC(=O)c1cccn1-c1ccsc1C(=O)OC	-1	0.1	4	-0.4	1	3	2	92	8	-0.3
O=C(NNC(=O)c1nn(-c2ccc(F)cc2)ccc1=O)Nc1cccc(Cl)c1	4	0.0	7	-0.8	-2	1	-5	100	-1	-1.9
Clc1ccc(-n2nnnc2CN2CCCCC2)cc1Cl	-2	-0.3	3	-1.6	-2	-2	-2	95	7	0.6
CC1=NN(c2ccc(Cl)cc2)C(=O)C1	-21	0.1	-5	-0.6	12	-1	-1	97	-8	-4.0
C/C(=C\c1ccccc1)CN1CCN(c2ccccc2F)CC1	3	0.2	-2	0.4	9	2	-8	98	-12	2.6
O=C(Cn1cccn1)N1CCCC(N2CCN(Cc3ccc4c(c3)OCO4)CC2)C1 (stereo not drawn)	5	-0.3	-4	-0.1	0	2	6	98	2	-2.1
N/C(COc1ccc(Cl)cc1Cl)=N\O	4	-0.1	4	0.2	0	3	-3	100	-4	0.0
Cc1ccc(N2CC(NS(=O)(=O)c3cccnc3)CC2=O)cc1C (stereo not drawn)	1	-0.1	-7	-0.3	5	-2	-3	102	1	-1.9
Cc1cccc(OCCNC(=O)CCNS(=O)(=O)c2ccc3ccccc3c2)c1	8	0.1	-1	-1.5	9	0	-4	102	-12	1.3

Screening results: PubChem BioAssay, several laboratories
